RXFP1 agonist: qHTS Assay for Agonists of the Relaxin Receptor RXFP1. Potency, µM (highest dose often 57.5 µM), for inactives: top-dose activation, hits mostly activators. HEK293T-RXFP1 cAMP TR-FRET, 30 min; response scale: percent of porcine relaxin response, buffer zero. actives 0.3% (n = 370,000); further: on the % scale 0 is the no-effect control and ±100 the full control effect; nearly all actives have a fitted effect of over 60% in size; many of its hits are not listed in these tables
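Agonist response is measured as cAMP accumulation in an RXFP1-transfected HEK293T line under PDE4 inhibition. Values are scaled between buffer-only and 29 nM porcine relaxin, and EC50s come from standard Hill equation fits.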
TrxR1 inh: qHTS Assay for Inhibitors of Mammalian Selenoprotein Thioredoxin Reductase 1 (TrxR1): qHTS; recombinant rTrxR1, NADPH fluorescence consumption, selenite substrate; AID 588453, 2011; Potency, µM (titrated, usually from 114 µM), for the others: at the top dose activity change, negative = inhibition, hits mostly inhibitors; actives 1% (n = 390,000); Thioredoxin reductase 1, cytoplasmic (Rattus norvegicus), O89049; further: on the % scale 0 is the no-effect control and ±100 the full control effect; nearly all actives have a fitted effect of over 65% in size
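Rat TrxR1 (90 nM in the dispensed reagent) was pre-reduced with 400 uM NADPH for 5 min at room temperature, then incubated with compound for 15 min. After 400 uM selenite was added, NADPH fluorescence (Ex 340/Em 450 nm) was followed for 8 min.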
Vif-APOBEC3F blk: qHTS for Inhibitors of Vif-A3F Interactions: qHTS | HeLa A3F-eYFP + Vif (tagged APOBEC3F with the HIV-1 protein that degrades it), YFP fluorescence increase | Potency, µM (doses to about 46.1 µM), for the others: at the highest dose activity, negative = active | actives 0.2% (n = 390,000) | AID 602313, 2012; further: % of control where 0% means no effect; nearly all actives have a fitted effect of over 65% in size
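HeLa cells stably expressing A3F-eYFP plus Vif, plated and incubated overnight at 37 deg C, then exposed to compounds overnight at 37 deg C. Blocked degradation read as raised yellow fluorescence (Ex 488/Em 500-530).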
mIDH1 inhibitor: qHTS for Inhibitors of mutant isocitrate dehydrogenase 1 (IDH1): qHTS | IDH1-R132H enzyme, NADPH consumption, diaphorase/resazurin fluorescence | AID 602179, 2012 | actives 0.093% (n = 390,000) | Potency, µM (titrated, usually from 76.6 µM), without a hit: at the top dose activity change, negative = inhibition, actives largely listed as inhibitors; further: on the % scale 0 is the no-effect control and ±100 the full control effect; nearly all actives have a fitted effect of over 65% in size
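IDH1-R132H (0.5 ug/mL) preincubated 30 min with compound, then NADPH (0.016 mM) and alpha-KG (2 mM) added; 80 min at RT, pH 7.5. Remaining NADPH coupled via diaphorase/resazurin to fluorescence (540/590 nm); concentration-response curves normalized to no-enzyme control.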
USP1 inh: Inhibitors of USP1/UAF1: Primary Screen; Ubiquitin carboxyl-terminal hydrolase 1 (Homo sapiens), O94782; recombinant USP1/UAF1, Ub-Rhodamine cleavage fluorescence; Potency, µM (highest dose often 57.1 µM), inactives show at the highest dose activity change, negative = inhibition, usual class: inhibitors; actives 0.23% (n = 390,000); further: on the % scale 0 is the no-effect control and ±100 the full control effect; nearly all actives have a fitted effect of over 60% in size; inactives centre near -12
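In this screen, compounds sit with the deubiquitinase complex (1nM) for 15 min at room temperature before Ub-Rho is added at 150nM final. Fluorescence rise is then followed for 6 reads every 60 seconds.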
ALOX12 inh: Primary qHTS assay for inhibitors of human arachidonate 12S-lipoxygenase (ALOX12): Round 2; Polyunsaturated fatty acid lipoxygenase ALOX12 (Homo sapiens), P18054; purified 12hLO, xylenol orange hydroperoxide absorbance; Potency, µM (highest dose often 108 µM), for inactives: at the highest dose activity change, negative = inhibition, actives largely listed as inhibitors; actives 1.1% (n = 580,000); AID 1671190, 2021; further: on the % scale 0 is the no-effect control and ±100 the full control effect
Target sequence (P18054 whole entry, looked up): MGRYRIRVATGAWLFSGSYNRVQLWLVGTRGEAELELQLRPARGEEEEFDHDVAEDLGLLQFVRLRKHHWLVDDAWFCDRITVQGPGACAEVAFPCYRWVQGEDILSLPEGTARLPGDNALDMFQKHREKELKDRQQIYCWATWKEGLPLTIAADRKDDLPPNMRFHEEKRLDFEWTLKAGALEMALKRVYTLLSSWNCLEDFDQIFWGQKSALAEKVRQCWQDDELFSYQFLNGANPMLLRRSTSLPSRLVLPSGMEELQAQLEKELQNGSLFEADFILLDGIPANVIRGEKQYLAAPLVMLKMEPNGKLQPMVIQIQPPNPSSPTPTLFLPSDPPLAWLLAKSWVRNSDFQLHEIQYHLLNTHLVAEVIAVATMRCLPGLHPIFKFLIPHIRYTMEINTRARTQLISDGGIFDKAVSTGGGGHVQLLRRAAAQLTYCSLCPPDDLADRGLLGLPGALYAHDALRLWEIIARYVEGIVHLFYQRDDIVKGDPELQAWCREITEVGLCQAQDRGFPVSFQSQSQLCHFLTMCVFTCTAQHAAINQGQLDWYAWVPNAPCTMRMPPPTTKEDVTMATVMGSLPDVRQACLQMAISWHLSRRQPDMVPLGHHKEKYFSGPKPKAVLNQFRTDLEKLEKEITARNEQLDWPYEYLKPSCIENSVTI
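Purified human 12hLO at 150 nM in 25 mM Hepes, 0.01% Triton X-100, pH 7.0, preincubated 15 min at room temperature with compound. Reaction started with 40 uM arachidonic acid, 30 min at room temperature. Hydroperoxide measured by Fe-xylenol orange, 573/405 nm absorbance ratio.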
TrxR1 substrate: qHTS Assay for Substrates of Mammalian Selenoprotein Thioredoxin Reductase 1 (TrxR1): qHTS; actives 0.01% (n = 390,000); Thioredoxin reductase 1, cytoplasmic (Rattus norvegicus), O89049; purified TrxR1 substrate turnover, NADPH consumption readout; AID 588456, 2011; Potency, µM (series often up to 114 µM), for the others: at the highest dose activity change, negative = substrate turnover; further: on the % scale 0 is the no-effect control and ±100 the full control effect; nearly all actives have a fitted effect of over 50% in size
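Rat TrxR1, dispensed at 90 nM, was prereduced with 400 uM NADPH (final) for 5 min at ~22 deg C, then incubated with compound 15 min before 400 uM selenite. A first-read NADPH fluorescence drop versus no-compound background flagged substrates.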
Vif-APOBEC3G blk: qHTS for Inhibitors of Vif-A3G Interactions: qHTS; DNA dC->dU-editing enzyme APOBEC-3G (Homo sapiens), Q9HC16; HeLa A3G-eYFP + Vif (tagged APOBEC3G with the HIV-1 protein that degrades it), YFP fluorescence, overnight; Potency, µM (highest dose often 46.1 µM), without a hit: at the top dose activity, negative = active, hits mostly inhibitors; actives 0.076% (n = 410,000); AID 602310, 2012;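 further: on the % scale 0 is the no-effect control and ±100 the full control effect; nearly all actives have a fitted effect of over 60% in size; hits raise eYFP signal because A3G escapes Vif-driven loss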
Target sequence (Q9HC16 whole entry, looked up): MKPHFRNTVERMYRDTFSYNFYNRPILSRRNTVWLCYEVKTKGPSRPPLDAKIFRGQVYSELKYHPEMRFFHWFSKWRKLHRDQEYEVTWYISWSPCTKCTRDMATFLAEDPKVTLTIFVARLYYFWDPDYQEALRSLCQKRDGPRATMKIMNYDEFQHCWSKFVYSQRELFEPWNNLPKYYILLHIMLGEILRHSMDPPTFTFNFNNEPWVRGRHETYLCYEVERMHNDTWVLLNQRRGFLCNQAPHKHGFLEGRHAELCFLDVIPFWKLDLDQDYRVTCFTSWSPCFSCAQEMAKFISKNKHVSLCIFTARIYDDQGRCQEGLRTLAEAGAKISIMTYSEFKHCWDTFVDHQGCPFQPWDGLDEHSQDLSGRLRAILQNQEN
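HeLa cells stably expressing Vif and C-terminally eYFP-tagged A3G, seeded overnight at 37 deg C, then exposed to compound by pintool overnight at 37 deg C. Rise in yellow fluorescence (Ex 488/Em 500-530, Acumen) marks blocked Vif-driven A3G degradation.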
RGS4 inh: Inhibitors of Regulator of G Protein Signaling (RGS) 4: qHTS; Regulator of G-protein signaling 4 (Homo sapiens), P49798; Transcreener GDP fluorescence polarization, RGS4-accelerated GTP hydrolysis; Potency, µM (doses to about 114 µM), for the others: at the highest dose activity change, negative = inhibition, hits mostly inhibitors; actives 0.039% (n = 390,000); AID 504845, 2011; further: on the % scale 0 is the no-effect control and ±100 the full control effect; nearly all actives have a fitted effect of over 75% in size; some results filed as inactive show a strong effect at the top dose
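MLSMR compounds (23 nl, pin-transferred) preincubated 10 min at room temperature with a 500nM (2x) first reagent, then RGS4 at 900nM (2x) plus Transcreener GDP mix added; fluorescence polarization (620/688 nm) read before and after 90 min at 30 °C.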
* hit, by the source's call; ? = inconclusive; · = no result given; & = joins results of further samples; [ ] = remark or other dose. The call rests on the fitted dose curve; in most records, active means well fitted curve in the direction sought with a large enough effect; inconclusive means small, poorly fitted or top-dose-only effect, or another doubt; inactive means no such curve, though single readings can be large; an effect the other way counts as inactive or inconclusive. Potency means the concentration at half of the fitted maximal effect. An excerpt; the hit share may differ from the screen's.

structure,RXFP1 agonist,TrxR1 inh,Vif-APOBEC3F blk,mIDH1 inhibitor,USP1 inh,ALOX12 inh,TrxR1 substrate,Vif-APOBEC3G blk,RGS4 inh
Cc1c(Cl)cccc1-n1ncc(C(=O)NCCN2CCN(C)CC2)c1C1CCN(C(=O)OC(C)(C)C)CC1,-5.5%,13.5%,0.4%,16.7%,?,-18.0%,2.3%,-6.4%,-0.7%
COc1ccc(C(CNC(=O)c2cc3c(s2)CCC(C)C3)N2CCOCC2)cc1 (configuration not stated),-0.7%,3.7%,-1.4%,3.3%,-3.3%,-4.4%,-5.4%,-0.4%,12.5%
O=C(COc1ccccc1Cl)N1N=C(c2cccs2)CC1c1ccco1 (configuration not stated),-0.3%,?,-12.6%,11.1%,-23.0%,210.7%[activator],11.7%,4.6%,?
O=C(Nc1cccc(S(=O)(=O)N2CCOCC2)c1)c1ccccc1[N+](=O)[O-],1.2%,22.1%,2.3%,-0.7%,-22.7%,361.6%[activator],4.2%,3.6%,-6.4%
Cc1cc(NS(=O)(=O)c2ccc(NC(=O)/C=C/c3c(F)cccc3Cl)cc2)no1,-0.6%,-20.3%,-5.0%,5.7%,-5.3%,?,-16.2%,0.0%,3.3%
COc1ccccc1/C=N/NC(=O)c1ccc(Cn2nc([N+](=O)[O-])cc2C)cc1,-0.8%,10.7%,-1.2%,2.9%,-16.7%,1.8%,2.0%,0.8%,-7.1%
CN1CCN(C(=O)c2ccc3c(c2)N(Cc2cccc(Cl)c2)C(=O)c2ccccc2S3(=O)=O)CC1,0.3%&-1.2%,6.2%&19.1%[57.1 µM],-12.0%&-7.0%,10.3%&22.0%,-8.8%&12.9%,0.8%&-8.7%,-8.0%&-4.8%[57.1 µM],6.1%&0.5%,-43.6%[56.9 µM]
O=C1OC(Nc2ccc(Br)cc2F)c2ccccc21 (configuration not stated),-1.1%,9.7%[57.1 µM],1.8%,-0.1%,-13.8%,4.7%,1.7%[57.1 µM],3.2%,30.9%
CCOC(=O)/C(C(N)=NCC(C)C)=C(/O)c1ccccc1,3.2%,4.4%,-3.0%,-0.5%,-6.6%,-10.4%,-4.5%,0.9%,-1.5%
Cc1ccc(-c2onc(C)c2C)cc1S(=O)(=O)N1CCc2ccccc21,1.1%,7.0%[57.1 µM],1.3%,-4.7%,-17.5%,3.8%,-2.6%[57.1 µM],4.2%,12.2%
CC(=O)Nc1ccc(S(=O)(=O)N2CCCC(C(=O)O)C2)cc1 (configuration not stated),-1.6%,22.2%[57.1 µM],7.3%,-2.8%,-13.6%,-8.6%,8.3%[57.1 µM],-0.3%,-23.4%
CCCCN(CC)CCNC(=S)Nc1ccc2nc(N3CCN(C)CC3)cc(C)c2c1,3.3%,-11.6%,?,0.4%,-5.7%,-22.1%,0.0%,1.6%,-16.4%
CC(Oc1ccc(Cl)cc1Cl)C(=O)NNC(=O)c1cccnc1 (configuration not stated),3.9%,-3.2%,-9.2%,-6.2%,-15.9%,16.5%,-2.2%,-2.7%,13.2%
CCN(CC)CCNC(=O)C(C)c1nn(CC)c(=O)c2ccccc12 (configuration not stated),-4.2%,23.9%,-5.8%,3.5%,-7.9%,-2.6%&0.0%,8.6%,1.5%,24.2%
CCOC(=O)C1=C(CP(=O)(c2ccccc2)c2ccccc2)NC(=O)NC1c1ccc(Cl)cc1 (configuration not stated),-2.7%,-11.4%,3.7%,4.7%,-20.1%,-15.7%,-8.9%,-1.0%,-17.4%
CC(C)(C)C1CCc2onc(C(=O)Nc3cccnc3)c2C1 (configuration not stated),2.6%,13.6%,-2.8%,8.1%,-5.3%,-1.4%,-5.3%,0.0%,24.9%
O=C(c1ccc(CS(=O)c2ccccc2Cl)o1)N1CCN(c2ccccn2)CC1 (configuration not stated),-3.0%,20.7%,-17.6%,4.7%,-24.9%,-0.2%,2.6%,?,?
COc1ccc(Cl)cc1NC(=O)N1CCN(S(C)(=O)=O)CC1,1.1%,11.7%,-5.1%,-0.8%,-0.1%,-15.9%,1.2%,1.0%,23.9%
Cc1ccc2c(c1)N(C(=O)CCC(=O)NCCCN1CCOCC1)CCO2,0.1%,14.2%[57.1 µM],1.3%,-3.1%,-13.0%,2.6%,12.0%[57.1 µM],6.9%,19.9%
COc1ccc(C2N=C(N)N=C(N)N2c2ccccc2OC)cc1OC (configuration not stated),0.1%,8.9%,-1.9%,1.6%,-8.1%,20.4%,-3.9%,-0.2%,-38.4%
CSc1nnc(-c2cc3c(-c4ccccc4)nn(C)c3s2)n1C,1.2%,5.3%[57.1 µM],-2.4%,-2.5%,-17.9%,-4.2%,-5.1%[57.1 µM],1.0%,-11.8%[11.4 µM]
O=C(CSc1nncs1)Nc1ccc2c(c1)OCO2,-3.6%,25.2%[57.1 µM],-0.6%,0.4%,-5.1%,0.0%,-1.4%,1.1%,-5.5%
CN(C)S(=O)(=O)c1cccc(C(=O)Nc2ccccc2N2CCCCC2)c1,6.2%,15.9%,3.8%,7.1%,?,1.4%,3.4%,5.2%,4.3%
COn1c(SCc2cccnc2)nc2ccccc2c1=O,-0.2%,3.5%[57.1 µM],2.4%,-8.1%,4.0%,113.8%[activator],1.0%,-0.3%,-3.9%
CCN(CC)C(=O)c1[nH]cnc1C(=O)NCCCCCNC(=O)OC(C)(C)C,-0.9%,8.3%,-4.2%,9.2%,4.6%,-6.2%,0.2%,-1.2%,34.4%
COc1cc2c(cc1OC)C(Cc1ccc(O)cc1)NCC2 (configuration not stated),8.4%,-29.5%,-2.6%,3.3%,-28.9%,59.0%[activator],6.6%,-5.6%,-29.7%
O=C(C1=C[C@H](c2ccc(C(F)(F)F)cc2)C[C@H](OCc2ccc(CO)cc2)O1)N1CCN(Cc2ccc3c(c2)OCO3)CC1,-1.4%,7.7%,6.9%,-3.3%,-32.2%,?,0.7%,3.3%,-10.2%
CCC(C)c1ccc(NC(=O)NCc2cccnc2)cc1 (configuration not stated),0.0%,7.6%[57.1 µM],1.0%,4.9%,-15.6%,-1.7%,-2.9%[57.1 µM],-0.4%,-47.3%
CCOC(=O)C1=CN(Cc2cccc(F)c2)S(=O)(=O)N(CC)C1CCc1ccccc1 (configuration not stated),·,21.6%,6.3%,0.5%[38.3 µM],-14.8%,?,-5.0%,2.1%,15.5%
CC(C)(C)n1nnnc1C(c1ccncc1)N(Cc1ccccc1)Cc1ccco1 (configuration not stated),-0.9%,?,·,5.2%,-3.7%,?,3.1%,-4.3%,-27.1%

An excerpt from above in order of their number in ALOX12 inh, largest number first:
Molecule | RXFP1 agonist | TrxR1 inh | Vif-APOBEC3F blk | USP1 inh | ALOX12 inh | TrxR1 substrate | RGS4 inh
COc1ccc(C2N=C(N)N=C(N)N2c2ccccc2OC)cc1OC (configuration not stated) | 0.1% | 8.9% | -1.9% | -8.1% | 20.4% | -3.9% | -38.4%
Cc1ccc(-c2onc(C)c2C)cc1S(=O)(=O)N1CCc2ccccc21 | 1.1% | 7.0%[57.1 µM] | 1.3% | -17.5% | 3.8% | -2.6%[57.1 µM] | 12.2%
CCCCN(CC)CCNC(=S)Nc1ccc2nc(N3CCN(C)CC3)cc(C)c2c1 | 3.3% | -11.6% | ? | -5.7% | -22.1% | 0.0% | -16.4%

Next results
structure,RXFP1 agonist,TrxR1 inh,Vif-APOBEC3F blk,mIDH1 inhibitor,USP1 inh,ALOX12 inh,TrxR1 substrate,Vif-APOBEC3G blk,RGS4 inh
COc1ccc(NC(=O)Cn2c(=O)cc(C)c3c(C)nn(C)c32)cc1,0.3%,8.9%[57.1 µM],0.9%,4.3%,-15.7%,?,3.8%[57.1 µM],-3.4%,9.4%
O=C(NC(=S)Nc1nc(-c2ccc([N+](=O)[O-])cc2)cs1)c1ccco1,4.2%,-6.3%,-7.8%,6.2%,-24.3%,?,-6.2%,-0.2%,-44.7%
CCC(C(=O)NCCc1ccccc1)n1nc(C)n2c(cc3sccc32)c1=O (configuration not stated),4.7%,6.2%,-5.6%,-2.1%,-21.8%,5.6%&-0.8%,-0.6%,-9.2%,0.6%
CC1(C)Cc2c(sc3nc(-c4ccccc4Cl)n(N)c(=O)c23)CO1,0.4%,5.9%,-2.6%,0.5%,-22.8%,-2.9%,3.8%,2.4%,-2.5%
Cc1ccc(-n2c(SCC(=O)N3Cc4ccccc4CC3C(=O)O)nnc2-c2cccnc2)c(C)c1 (configuration not stated),1.9%,15.3%,0.3%,4.2%,-4.8%,-28.7%,9.8%,-6.7%,2.4%
